G9a block = blocks human histone lysine methyltransferase G9a; Q96KQ7; AID 504332; 8.8% of 350,000 active; Potency, µM (doses to about 102 µM), without a hit: at the top dose activity, negative = inhibition, most hits filed as inhibitors; G9a H3K9 monomethylation, AlphaScreen, 2 h; note: % is set by controls: 0 for no effect and ±100 for the full control effect; nearly all actives have a fitted effect of over 75% in size
Target sequence (Q96KQ7 913-1193 limits assumed): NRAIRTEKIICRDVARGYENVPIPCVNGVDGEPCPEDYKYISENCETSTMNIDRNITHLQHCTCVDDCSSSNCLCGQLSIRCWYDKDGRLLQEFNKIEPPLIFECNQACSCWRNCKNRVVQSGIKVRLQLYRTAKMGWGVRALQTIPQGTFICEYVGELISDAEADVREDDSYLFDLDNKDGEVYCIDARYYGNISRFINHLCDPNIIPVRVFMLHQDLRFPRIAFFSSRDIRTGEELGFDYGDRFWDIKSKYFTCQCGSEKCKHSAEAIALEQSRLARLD
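Chemiluminescent proximity detection of H3K9 monomethylation, read after 10 min bead incubation in the dark. Reaction: 20 nM G9a, 500 nM biotin-H3K9 peptide, 20 uM SAM cofactor, 2 h, room temperature, following 15 min enzyme-compound preincubation.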
BLM inh = blocks DNA unwinding by human BLM helicase; P54132; 0.2% of 350,000 active; recombinant BLM DNA unwinding, fluorescence dequenching; Potency, µM (titrated, usually from 56.1 µM), for the others: at the highest dose activity change, negative = inhibition, actives largely listed as inhibitors; AID 2528;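 note: plate controls were vehicle for no effect and no enzyme for full effect; nearly all actives have a fitted effect of over 35% in size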
Anesthetic bind = binds horse apoferritin like a general anesthetic. 0.074% of 350,000 active. Potency, µM (titrated, usually from 77.5 µM), for inactives: at the highest dose activity change, negative = displacement, usual class: inhibitors. P02791. apoferritin/1-aminoanthracene competitive binding, fluorescence; note: % is set by controls: 0 for no effect and ±100 for the full control effect; nearly all actives have a fitted effect of over 20% in size
Target sequence (P02791 2-175 limits assumed): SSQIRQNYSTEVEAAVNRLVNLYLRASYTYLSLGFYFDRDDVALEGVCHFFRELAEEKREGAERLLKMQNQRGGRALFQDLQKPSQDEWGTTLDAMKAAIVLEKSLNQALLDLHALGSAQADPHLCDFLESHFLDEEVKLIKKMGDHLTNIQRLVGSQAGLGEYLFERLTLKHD
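Probe: 1-aminoanthracene (50% saturated, PBS). Protein: horse-spleen apoferritin, 10 uM. Incubation: 10 min, room temperature. Detection: 380 nm excitation, 535 nm emission. Analysis: normalized response, four-parameter Hill.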
APE1 inh = APE1 (human) endonuclease inhibition. recombinant APE1, TAMRA/BHQ-2 abasic DNA cleavage fluorescence. Potency, µM (highest dose often 65.8 µM), inactives show at the highest dose activity change, negative = inhibition, most hits filed as inhibitors. AID 2517. 0.35% of 350,000 active;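 note: plate controls were vehicle for no effect and reference inhibitor for full effect; nearly all actives have a fitted effect of over 55% in size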
Target sequence (P27695 whole entry, looked up): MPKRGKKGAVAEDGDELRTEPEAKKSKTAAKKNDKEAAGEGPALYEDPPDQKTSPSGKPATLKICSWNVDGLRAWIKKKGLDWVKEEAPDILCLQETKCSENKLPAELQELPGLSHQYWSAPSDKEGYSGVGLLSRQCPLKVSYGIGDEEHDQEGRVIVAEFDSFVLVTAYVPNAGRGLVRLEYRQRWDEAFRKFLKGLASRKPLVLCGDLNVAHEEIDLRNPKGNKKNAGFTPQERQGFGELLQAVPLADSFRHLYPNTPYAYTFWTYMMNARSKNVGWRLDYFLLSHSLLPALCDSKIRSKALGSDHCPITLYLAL
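Enzyme (0.75 nM final) and test compound are incubated 15 min at room temperature before adding 50 nM quenched THF abasic-site duplex. Cleavage dequenches TAMRA, followed at 525/598 nm over three reads one minute apart.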
Pol kappa inh = DNA polymerase kappa (human) inhibition; Q9UBT6; purified Pol kappa, fluorescent DNA synthesis assay, 10 min; Potency, µM (series often up to 107 µM), for the others: at the top dose activity, negative = inhibition, actives largely listed as inhibitors; 0.53% of 400,000 active; note: % is set by controls: 0 for no effect and ±100 for the full control effect
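Activity was followed as the change in fluorescence between reads at 0 and 10 min after starting the reaction with 50 nM substrate. Beforehand, 10 nM polymerase had been preincubated with compound for 15 min at room temperature.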
BAZ2B inh = blocks human BAZ2B; Q9UIF8; AlphaScreen BAZ2B-H3K14Ac peptide displacement; Potency, µM (titrated, usually from 114 µM), inactives show at the top dose activity change, negative = inhibition, hits mostly inhibitors; 4.4% of 360,000 active; note: % is set by controls: 0 for no effect and ±100 for the full control effect; nearly all actives have a fitted effect of over 60% in size
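Complex of BAZ2B and biotin-H3K14Ac (50 nM apiece) forms over 30 min at RT, then faces library compounds up to 110 uM for another 30 min; AlphaScreen beads added, 20 min dark incubation, luminescence read.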
Pol beta inh = blocks human DNA polymerase beta activity | P06746 | Pol beta primer extension/strand displacement, fluorescence kinetic | Potency, µM (doses to about 114 µM), without a hit: at the top dose activity change, negative = inhibition, hits mostly inhibitors | 1.3% of 340,000 active; note: % is set by controls: 0 for no effect and ±100 for the full control effect
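10 nM enzyme + cpd, 15 min RT; start with substrate 50 nM final; read 0 min and after 10 min RT. Corrected, normalized data; 4-parameter Hill curve fit.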
Pol eta inh = DNA polymerase eta (human) inhibition | Q9Y253 | recombinant Pol eta, fluorescent DNA replication assay | Potency, µM (top dose mostly 114 µM), for the others: at the top dose activity change, negative = inhibition, most hits filed as inhibitors | 1.2% of 390,000 active | AID 588591; note: % is set by controls: 0 for no effect and ±100 for the full control effect
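Pol eta at 10 nM preincubated with compounds 15 min at room temperature; reaction started with fluorescent substrate (50 nM final) and read kinetically at 0 and 10 min.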
Pol iota inh = blocks human DNA polymerase iota activity; Q9UNA4; Pol iota fluorescent replication assay, 10 min; Potency, µM (highest dose often 115 µM), without a hit: at the highest dose activity, negative = inhibition, hits mostly inhibitors; 1% of 390,000 active; AID 588590
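Pol iota at 10 nM preincubated 15 min with compounds at room temperature; reaction started with fluorescent substrate, 50 nM final. Fluorescence read kinetically at 0 and 10 min; buffer-only wells as negative control.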
* hit, by the source's call; ? = inconclusive; · = not tested or not shown; & = joins results of further samples; [ ] = another dose, or the depositor's remark. Calls come from the whole dose curve; as a rule, active = well fitted curve in the direction sought with a large enough effect; inconclusive = small, poorly fitted or top-dose-only effect, or another doubt; inactive = no such curve, though single readings can be large; an effect the other way counts as inactive or inconclusive. Potency is the fitted concentration of half-maximal effect. These rows are one share of the data; the hit share may differ from the screen's.

| smiles | APE1 inh | BLM inh | G9a block | Pol eta inh | Pol beta inh | BAZ2B inh | Pol kappa inh | Pol iota inh | Anesthetic bind |
| --- | --- | --- | --- | --- | --- | --- | --- | --- | --- |
| CC(C)NC(=O)C(c1ccc(F)cc1)N(C(=O)CCC(=O)Nc1ccccn1)c1ccccc1F (stereo unspecified) | 54.1%[activator] | -3.5% | 25.1% | -20.5% | 51.8% | 2.7% | 3.2% | 101.9%[activator] | 1.1% |
| COc1ccc(S(=O)(=O)Nc2cccc(S(=O)(=O)N3CCCC3)c2)cc1OC | -2.2% | · | 3.8% | -1.8% | · | 9.9% | -5.8% | 10.0% | · |
| CCCCn1c(N)c(N(CC)C(=O)c2cc(OC)cc(OC)c2)c(=O)[nH]c1=O | -1.2% | 3.0% | 1.6% | -21.9% | 3.6% | 11.2% | -5.3% | 190.7%[activator] | 0.7% |
| COc1ccc(CN(CC(=O)NCc2ccc(F)cc2)C(=O)CCC(=O)Nc2ccccn2)cc1 | -10.8% | 1.0% | 7.8% | -6.2% | 16.3% | 3.5% | -0.1% | -27.6% | 0.8% |
| O=C(NCc1cccc(Cl)c1)c1cnc(N2CCCCC2)c2ccccc12 | · | -10.0% | 45.7%[59 µM] | -19.5% | -8.6% | 26.5% | -4.2%[60.1 µM] | 41.1%[activator] | 356.2%[activator] |
| COc1cc(CCCN2CCNC[C@@H]2Cc2ccccc2)cc(OC)c1OC | 30.9% | · | -15.1%[2.33 µM] | -10.8% | · | -4.1% | -3.9% | ? | · |
| Cc1ccc2oc(-c3ccc(C)c(NC(=O)/C=C/c4ccc(Cl)cc4)c3)nc2c1 | · | -5.6% | -27.2%[59 µM] | -5.9% | 12.0% | -12.8% | -14.4% | 3.1% | 4.2% |
| COCCCNC(=O)c1c(N)n(/N=C/c2cccs2)c2nc3ccccc3nc12 | -7.1% | -1.8% | 5.8%[12.7 µM] | ? | -10.1% | -33.4% | -5.9% | 8.7% | -6.3% |
| Cc1ccc(OCC(=O)Nc2nnc(S(=O)(=O)N3CCc4ccccc43)s2)cc1 | · | 0.8% | -3.5%[59 µM] | ? | -0.8% | -23.9% | -5.8% | 4.3% | -4.5% |
| O=S(=O)(NCc1cc(-c2ccccc2)no1)c1ccccc1 | 1.2% | -3.0% | 23.3% | -0.5% | 2.4% | 4.6% | -19.8% | 18.9% | -5.9% |
| CCc1nnc(N2CCN(c3ncnc4c3oc3ccccc34)CC2)s1 | ? | 1.8% | -0.2%[12.7 µM] | 5.4% | 6.9% | -0.6% | -9.1% | 33.3%[activator] | -2.9% |
| COc1ccc(N2CC(C(=O)NCCc3c[nH]c4ccccc34)CC2=O)cc1 (stereo unspecified) | 14.0% | 0.7% | -12.6% | -13.9% | 0.7% | 1.0% | 6.3% | 70.2%[activator] | 3.1% |
| CCOC(=O)Cn1c(=O)sc2cccc(Cl)c21 | -0.1% | 0.8% | · | · | · | · | -6.5%[12 µM] | · | -0.2% |
| CCCCC(=O)Nc1ccc(C(=O)Nc2ccc(S(=O)(=O)Nc3nccc(C)n3)cc2)cc1 | 2.5% | -3.5% | -15.7%[59 µM] | ? | -23.7% | ? | -20.4% | ? | 3.3% |
| COCCn1c(SCC(=O)NC(=O)NC2CCCCC2)nc2ccccc2c1=O | 7.8% | · | · | -18.1% | · | · | 8.2% | 4.4% | · |
| CCc1ccccc1N(CC(=O)Nc1cccc(N(C)S(C)(=O)=O)c1)S(C)(=O)=O | -2.0% | -1.5% | -12.3%[59 µM] | -5.8% | -0.1% | -11.0% | 0.2% | -3.2% | -15.7% |
| C=C1CCN([C@@H](C)C(=O)OCc2cccc(C)c2)S(=O)(=O)c2ccccc21 | -9.1% | -13.9% | 26.0%[12.7 µM] | -16.8% | 2.0% | 13.5% | -8.3% | 8.9% | 2.0% |
| COCC(=O)Nc1cccc(Br)c1 | 2.1% | 3.7% | 13.5%[12.7 µM] | 4.7% | -0.3% | 8.7% | -12.3% | 11.7% | -3.2% |
| COc1ccc(OC)c(CCNC(=O)CCCn2c(=O)c3cccn3c3ccc(F)cc32)c1 | · | 0.2% | 18.2%[59 µM] | -14.7% | -1.1% | 2.9% | 7.2% | 18.7% | 63.3%[activator] |
| COc1cccc(CNC(=O)CN2CCCN(Cc3ccccc3)S2(=O)=O)c1 | · | -4.9% | 3.6%[59 µM] | -21.0% | -0.5% | 2.3% | -2.7% | 36.5%[activator] | -7.7% |
| O=C(Nc1ccc(Br)cc1F)c1cc2nc(-c3ccco3)cc(C(F)(F)Cl)n2n1 | · | 2.8% | 4.2%[59 µM] | -12.9% | -0.3% | -4.1% | -5.0% | -21.2% | -5.0% |
| CCOC(=O)C1CCCN(C(=O)c2cc(CN3C(=O)c4ccccc4C3=O)ccc2OC)C1 (stereo unspecified) | 22.0% | · | -11.4% | -12.0% | · | 5.3% | -18.0% | 18.3% | · |
| Cc1ccc(/C=C/C(=O)O)cc1S(=O)(=O)N1CCc2ccccc21 | 7.7% | -3.3% | 7.3% | -7.6% | 48.6% | -1.4% | -10.5% | 17.7% | 0.6% |
| O=C(c1cccc(Cl)c1)n1nc(-c2ccco2)nc1NCc1cccs1 | · | -1.1% | -2.1%[59 µM] | -15.8% | 2.5% | -11.7% | -14.8% | 25.2% | -6.2% |

Reformatted: entries from further up.
Under each structure: APE1 inh, BLM inh, G9a block, Pol eta inh, Pol beta inh, BAZ2B inh, Pol kappa inh, Pol iota inh, Anesthetic bind
- CCc1nnc(N2CCN(c3ncnc4c3oc3ccccc34)CC2)s1
 : ?, 1.8%, -0.2%[12.7 µM], 5.4%, 6.9%, -0.6%, -9.1%, 33.3%[activator], -2.9%
- COc1ccc(N2CC(C(=O)NCCc3c[nH]c4ccccc34)CC2=O)cc1 (stereo unspecified)
 : 14.0%, 0.7%, -12.6%, -13.9%, 0.7%, 1.0%, 6.3%, 70.2%[activator], 3.1%
- CCOC(=O)Cn1c(=O)sc2cccc(Cl)c21
 : -0.1%, 0.8%, ·, ·, ·, ·, -6.5%[12 µM], ·, -0.2%
- CCCCC(=O)Nc1ccc(C(=O)Nc2ccc(S(=O)(=O)Nc3nccc(C)n3)cc2)cc1
 : 2.5%, -3.5%, -15.7%[59 µM], ?, -23.7%, ?, -20.4%, ?, 3.3%

Next section
| smiles | APE1 inh | BLM inh | G9a block | Pol eta inh | Pol beta inh | BAZ2B inh | Pol kappa inh | Pol iota inh | Anesthetic bind |
| --- | --- | --- | --- | --- | --- | --- | --- | --- | --- |
| COc1cccc(OCc2cc(C(=O)NCC3CCCCC3)no2)c1 | 55.9%[activator] | -3.4% | 11.3% | -11.3% | 14.5% | 2.6% | 5.3% | 34.8%[activator] | ? |
| CCOC(=O)c1ccc(Nc2cc(C)nc(C)c2C(=O)OCC)cc1 | -2.0% | -2.4% | -6.3%[59 µM] | -9.4% | -12.8% | -6.3% | -2.0% | -10.2% | -16.4% |
| N#CC1=C2C=Cc3ccccc3N2CCCC1=O | -2.1% | 4.5% | -6.3%[59 µM] | -12.1% | 18.4% | 13.0% | -14.3% | -1.4% | -23.1% |
| CN(C)c1ccc(/C=C/C(O)=C2/C(=O)N(C)C3(C)CC2c2ccccc2O3)cc1 (stereo unspecified) | 13.3% | -7.8% | -7.0%[59 µM] | · | 2.9% | 7.9% | · | · | -6.6% |
| CC1(C)CC(=O)C2=C(C1)NC(=O)CC2c1ccc(F)cc1 (stereo unspecified) | -4.1% | 0.8% | 8.5%[2.33 µM] | 0.3% | 22.0% | 1.3% | -14.1% | 5.3% | -7.7% |
| CC(C)NC(=S)N/N=C/c1c[nH]c2ccccc12 | -3.3% | -8.9% | -3.8%[59 µM] | -19.7% | ? | ? | -17.6% | -4.4% | -14.4% |
| CC(NC(=O)/C=C/c1cnc2ccccc2n1)C12CC3CC(CC(C3)C1)C2 (stereo unspecified) | -1.2% | -7.1% | -4.2%[59 µM] | ? | -2.3% | -27.4% | -4.4% | 5.2% | -18.9% |
| COc1ccccc1OCC(=O)NCC1CCCN(Cc2cnn(C)c2C)C1 (stereo unspecified) | 7.8% | 0.6% | · | -1.7% | -20.7% | -3.2% | -24.5% | 17.1% | -2.3% |
| O=C(COC(=O)Cc1n[nH]c(=O)c2ccccc12)NNC(=O)c1ccccc1 | 1.0% | · | ? | 7.8% | · | 8.3% | -0.3% | 19.7% | · |
| CC(C)C(NC(=O)C1CCCCC1)C(=O)NCCc1ccccc1 (stereo unspecified) | -2.8% | -6.0% | 14.7%[59 µM] | -8.1% | 0.4% | -12.1% | 10.9% | 27.3% | -1.1% |
| CC(=O)c1ccc(OCCCC(=O)NCc2nnc3ccccn23)cc1 | 9.2% | · | 3.0%[0.501 µM] | -10.9% | · | 3.4% | -3.2% | -3.0% | · |
| COc1ccc(CCNC(=O)Cn2c(=O)n(-c3ccc(F)cc3F)c(=O)c3sccc32)cc1OC | 3.0% | -2.5% | -5.6%[59 µM] | -8.9% | -0.5% | -12.9% | 4.0% | 19.0% | -8.1% |
| O=C(CN1C(=O)C2C3C=CC(C3)C2C1=O)NCc1ccc2c(c1)OCO2 (stereo unspecified) | -6.7% | -2.8% | 16.0%[12.7 µM] | 13.9% | 12.3% | -4.8% | -1.4% | 9.2% | -7.4% |
| C=CCSCC1Nc2cc(Cl)c(S(N)(=O)=O)cc2S(=O)(=O)N1 (stereo unspecified) | 1.8%&-0.9% | -8.1% | -17.1%[59 µM] | -6.6% | · | 27.3% | 17.6% | 13.7% | 2.8% |
| Cc1cccc(OCC(=O)N(Cc2ccc(C(C)(C)C)cc2)Cc2ccco2)c1 | · | -13.3% | 33.6%[59 µM] | -19.9% | -22.0% | 29.1% | -14.0% | 26.2% | 53.3%[activator] |
| O=C(O)c1ccc(S(=O)(=O)N[C@H](Cc2c[nH]c3ccccc23)C(=O)O)cc1 | ? | 3.2% | -42.8%[12.7 µM] | · | · | -11.9% | · | · | 5.0% |
| COc1ccc(-c2cc(C(F)(F)F)nc(SCCC(=O)NCc3ccccc3)n2)cc1 | 0.4% | -0.2% | 42.4%[12.7 µM] | -9.0% | -1.9% | 11.4% | 3.6% | -1.4% | -17.7% |

Screening data deposited in PubChem by National Center for Advancing Translational Sciences (NCATS).
